From PubChem BioAssay
Growth percent in the NCI-60 one-dose screen (48 h, 10 µM unless noted): 100 = growth as untreated, 0 = no growth, -100 = all killed.
HL-60(TB): HL-60(TB) leukemia cells. 9% of 78,000 active; active = growth percent below 10
* = called active by the depositor; & = joins results of further samples. These rows are one share of the data, so the mix of outcomes need not match the whole.

Sample of the layout:
SMILES	HL-60(TB)
O=C1c2c(O)ccc(O)c2C(=O)c2c(O)ccc(O)c21	89.5
CC1=C(/C=C/C(=O)CC(=O)/C=C/C2=C(C)CCCC2(C)C)C(C)(C)CCC1	56.0
COC(=O)/C=C/c1cccc2c1C(=O)NC(C)(c1cc3cc(Cl)ccc3oc1=O)N2 (stereo not drawn)	50.5
CC(=O)SCC(=O)Nc1ccc(Cl)cc1	101.9
O=C(CC(C(=O)O)C(c1ccccc1)[N+](=O)[O-])c1ccccc1 (stereo not drawn)	94.1
O=C(/C=C/c1cccnc1)NCCCCC1CCCN(C(=O)c2ccccc2)C1 (stereo not drawn)	63.6
CCOC(=O)c1c(C)n(Cc2ccccc2)c2ccc3c(c12)NC(=O)C(CC(=O)O)O3 (stereo not drawn)	118.8
Cc1cccc(NCC(=O)N2CCN(c3ncnc4c3cnn4-c3ccccc3)CC2)c1	60.2
Nc1cc(N)c(O)c(N)c1	101.9
O=[n+]1ccn([O-])c2ccccc21	118.2
Cc1ccnc(NS(=O)(=O)c2ccc(NC(=O)c3ccc(C(=O)Nc4ccc(S(=O)(=O)Nc5nccc(C)n5)cc4)cc3)cc2)n1	102.3
O=C(CF)NC(Cc1c[nH]c2ccccc12)C(=O)O (stereo not drawn)	101.4
Nc1[nH]nc2nc(-c3ccccc3)[nH]c(=O)c12	99.6
COc1ccc2cc(-c3cc4ccc(OC)cc4oc3=O)c(=O)oc2c1	113.9
CCCCCC(=O)OCCCC1CCCO1 (stereo not drawn)	104.2
CN1CCN(Cc2ccc(NC(=O)c3cncc(C#Cc4cnccc4C(F)(F)F)c3)cc2C(F)(F)F)CC1	38.4
CCOC(=O)C1=C(C)NC(SCc2nnc(-c3ccc(Cl)cc3)o2)=NC1c1ccc(F)cc1 (stereo not drawn)	76.5
CCCCCCCCCCCCCCCC(=O)Nc1ccc(C)cc1	99.5
COC(=O)C1(C(C)C(=O)c2ccccc2)NC(=S)NC(=O)C1C#N (stereo not drawn)	97.4

The listing, previewed entries included:
SMILES	HL-60(TB)
O=C1c2c(O)ccc(O)c2C(=O)c2c(O)ccc(O)c21	89.5
CC1=C(/C=C/C(=O)CC(=O)/C=C/C2=C(C)CCCC2(C)C)C(C)(C)CCC1	56.0
COC(=O)/C=C/c1cccc2c1C(=O)NC(C)(c1cc3cc(Cl)ccc3oc1=O)N2 (stereo not drawn)	50.5
CC(=O)SCC(=O)Nc1ccc(Cl)cc1	101.9
O=C(CC(C(=O)O)C(c1ccccc1)[N+](=O)[O-])c1ccccc1 (stereo not drawn)	94.1
O=C(/C=C/c1cccnc1)NCCCCC1CCCN(C(=O)c2ccccc2)C1 (stereo not drawn)	63.6
CCOC(=O)c1c(C)n(Cc2ccccc2)c2ccc3c(c12)NC(=O)C(CC(=O)O)O3 (stereo not drawn)	118.8
Cc1cccc(NCC(=O)N2CCN(c3ncnc4c3cnn4-c3ccccc3)CC2)c1	60.2
Nc1cc(N)c(O)c(N)c1	101.9
O=[n+]1ccn([O-])c2ccccc21	118.2
Cc1ccnc(NS(=O)(=O)c2ccc(NC(=O)c3ccc(C(=O)Nc4ccc(S(=O)(=O)Nc5nccc(C)n5)cc4)cc3)cc2)n1	102.3
O=C(CF)NC(Cc1c[nH]c2ccccc12)C(=O)O (stereo not drawn)	101.4
Nc1[nH]nc2nc(-c3ccccc3)[nH]c(=O)c12	99.6
COc1ccc2cc(-c3cc4ccc(OC)cc4oc3=O)c(=O)oc2c1	113.9
CCCCCC(=O)OCCCC1CCCO1 (stereo not drawn)	104.2
CN1CCN(Cc2ccc(NC(=O)c3cncc(C#Cc4cnccc4C(F)(F)F)c3)cc2C(F)(F)F)CC1	38.4
CCOC(=O)C1=C(C)NC(SCc2nnc(-c3ccc(Cl)cc3)o2)=NC1c1ccc(F)cc1 (stereo not drawn)	76.5
CCCCCCCCCCCCCCCC(=O)Nc1ccc(C)cc1	99.5
COC(=O)C1(C(C)C(=O)c2ccccc2)NC(=S)NC(=O)C1C#N (stereo not drawn)	97.4
COc1ccc(CC2c3cc(OC)c(OC)cc3CC[N+]2(C)CCC(=O)OCCCCCOC(=O)CC[N+]2(C)CCc3cc(OC)c(OC)cc3C2Cc2ccc(OC)c(OC)c2)cc1OC (stereo not drawn)	82.9
CC(c1ccccc1)N1C(=O)C(C2SC(=S)N(C(C)c3ccccc3)C2=O)SC1=S (stereo not drawn)	78.2
O=C(O)c1ccccc1OP(=O)(O)O	96.8
NC(=S)N/N=C/c1ccc(O)c(C(=O)O)c1	83.7
Cc1cc2c(cc1CCl)C(C)(C)CCC2(C)C	101.4
Cc1ccc(OCc2ccc(Br)cc2)cc1	79.4
COCCn1c2nc(=O)n(-c3ccccc3)c(=O)c-2nc2ccccc21	99.6
CCCN1CCN(c2ccc3nc(-c4ccc5nc(-c6ccc(OCC)cc6)[nH]c5c4)[nH]c3c2)CC1	16.9
Cc1ccc(Nc2nc(N)nn2Cc2cccc(Br)c2)cc1	19.5
c1ccc2c[n+](CCCCC[n+]3ccc4ccccc4c3)ccc2c1	100.2
CN(C)c1ccc(C=Nc2ccc3c(c2)/C(=C/c2ccc(N(C)C)cc2)c2ccccc2-3)cc1	90.4
Cc1ccc(-c2nc3c(s2)CC[C@@]2(C)C3=CC[C@H]3[C@@H]4CC[C@H](O)[C@@]4(C)CC[C@@H]32)cc1	110.2
COC(=O)C1(C)CCc2c(ccc3ccccc23)C1=O (stereo not drawn)	105.3
CC1(C)CC2=C3C=C[C@@H]4[C@@]5(C)CCC(=O)C(C)(C)[C@@H]5CC[C@@]4(C)[C@]3(C)CC[C@@]2(C(=O)O)CC1=O	66.8
CC1=C(C)C(=O)C(Nc2ccc(C(=O)OC(C)(C)C)cc2)=C(Cl)C1=O	104.5
COc1ccc(-c2cncn2-c2ccc(-c3nc4cc(OC)c(OC)c(OC)c4s3)cc2)cc1N	27.8
CCCCC1COc2cccc3c(SCC(=O)N(C)c4cccc5ccccc45)cc[n+]1c23 (stereo not drawn)	89.8
CCCCCCCCCCCCCCCCCCNc1nc2ccccc2s1	90.4
Cc1c(C(C)(C(=O)O)c2c(C)n(C)c3ccccc23)c2ccccc2n1C	105.8
CC(C)(C)CC(C)(C)c1cc(Cc2cc(C(C)(C)CC(C)(C)C)cc(-n3nc4ccccc4n3)c2O)c(O)c(-n2nc3ccccc3n2)c1	92.4
CC/C(C)=C1/C(=O)Nc2cc(Cl)c(CCCl)cc21	94.9
CCOC(=O)C(=Cc1ccc2c(c1)OCO2)C(=O)OCC	73.4
O=C(O)C(CCCc1ccccc1)C(=O)O	107.2
COc1ccccc1C(=O)NC(=S)Nc1ccc(-c2nc3ccccc3[nH]2)cc1	59.7
Cc1ccc(C(=O)OC(C(=O)O)C(OC(=O)c2ccc(C)cc2)C(=O)O)cc1 (stereo not drawn) (tested in a mixture with another compound)	23.5
O=C(Nc1cnn2ccc(N3CCC[C@@H]3c3cc(F)ccc3F)nc12)N1CC[C@H](O)C1	126.4
CN(C)c1ccc(C2C=Cc3ccccc3N2C(=O)c2ccccc2)cc1 (stereo not drawn)	60.0
O=C(Cc1ccccc1)c1ccccc1	102.5
CC(C)COCC(CN(Cc1ccccc1)c1ccccc1)N1CCCC1 (stereo not drawn)	82.4
C#CCN(Cc1ccc2nc(N)[nH]c(=O)c2c1)c1ccc(C(=O)NC(CCC(=O)O)C(=O)O)cc1 (stereo not drawn)	43.6
CC1=C(SCC(=O)O)C(=O)c2ccccc2C1=O	26.0
The list goes on:
SMILES	HL-60(TB)
O=C1OCC2=C1C(c1ccccc1F)CC(=O)N2c1ccccc1 (stereo not drawn)	94.1
OCC1OCOC(CO)C1O (stereo not drawn)	112.8
COc1ccc2oc(=O)cc(-c3c4nc(c(-c5cc(=O)oc6ccc(OC)cc56)c5ccc([nH]5)c(-c5cc(=O)oc6ccc(OC)cc56)c5nc(c(-c6cc(=O)oc7ccc(OC)cc67)c6ccc3[nH]6)C=C5)C=C4)c2c1	95.7
CN(C1c2ccccc2Oc2ccccc21)S(=O)(=O)c1ccc(Br)cc1	78.6
COc1ccc(C(CC(=O)O)c2c(C)n(-c3ccccc3)[nH]c2=O)cc1 (stereo not drawn)	97.7
COc1ccc(-c2nc(SCC(=O)Nc3ccc(C(C)=O)cc3)[nH]c(=O)c2C#N)cc1	88.2
COc1cccc(-c2nc3sccn3c2-c2ccncn2)c1	105.3
C=C(C)[C@@H]1CC[C@]2(COC(=O)c3ccco3)CC[C@]3(C)[C@H](CC[C@@H]4[C@@]5(C)CCCNC(C)(C)[C@@H]5CC[C@]43C)[C@@H]12	90.4
NC(=O)CSSCC(N)=O	9.4*
COc1ccc(/C=C\C(=O)OCCCCOC(=O)/C=C/c2ccc(OC)cc2)cc1	102.9
Cc1ccc(C)c(NC(=O)c2ccc(Cl)cc2Cl)c1	90.5
O=C(SC(=S)NCCNC(=S)SC(=O)c1ccccc1)c1ccccc1	98.8
Cc1ccc2oc(=O)cc(C3C(C#N)=C(N)Oc4c3ccc3ccccc43)c2c1 (stereo not drawn)	53.1
CCOC(=O)Oc1ccc(Cl)cc1Cl	91.5
O=C1/C(=C/c2cc3ccccc3[nH]c2=O)CNC/C1=C\c1cc2ccccc2[nH]c1=O	98.8
O=C1CC23OC(C(O)c4ccccc4N12)C1C(c2ccccc2)=NOC13 (stereo not drawn)	8.0*
Cc1c(O)c(O)cc2c3c(oc12)CC(c1ccc(Cl)cc1)CC3=O (stereo not drawn)	72.1
COC(=O)c1cc(=O)nc(N/N=C/c2ccccc2O)s1	87.3
CCCCS(=O)(=O)OCC1CCC(=O)N1 (stereo not drawn)	101.9
COCCOC(=S)SSC(Cl)(Cl)Cl	103.6
COC(=O)CC[C@@H](C)[C@H]1CC[C@H]2[C@@H]3CC[C@@H]4C[C@H](O)CC[C@]4(C)[C@H]3CC[C@]12C	101.4
CCc1ccccc1-n1c(=O)c(C#N)c(-c2ccc(O)cc2)c2c(=N)n(N)cnc21	78.5
O=S(=O)(NCCNc1nccc(-c2c(-c3cccc(F)c3)nc3sccn23)n1)c1ccccc1	63.1
Cc1ncc2[nH]cnc2n1	105.2
CCOc1ccc(NC(=O)c2ccc[n+](CCc3ccccc3)c2)cc1	78.1
O=C(NC(=S)Nc1ccccc1Cl)c1ccc(Cl)cc1	116.5
O=C(COc1ccc(NC(=O)Nc2ccc(Cl)c(Cl)c2)cc1)N=Nc1c(O)[nH]c2ccc([N+](=O)[O-])cc12	92.4
COC1OC(CI)C(OC(=O)c2ccccc2)C(OC(=O)c2ccccc2)C1OC(=O)c1ccccc1 (stereo not drawn)	93.5
COc1ccc(C(=O)C(C#N)c2ccccc2)cc1 (stereo not drawn)	79.6
Cc1ccc(C(=O)c2sc3nc4c(cc3c2N)CCCC4)cc1	80.1
COC(=O)c1cccc([N+](=O)[O-])c1	120.6
CCN(CC)CCCC(C)Nc1c(C)cnc2cc(OC)ccc12 (stereo not drawn)	80.8
CC(=O)NC(NP(=O)(N(C)C)N(C)C)C(Cl)(Cl)Cl (stereo not drawn)	132.1
O=Cc1ccc(OC2OC(CO)C(O)C(O)C2O)cc1 (stereo not drawn)	99.8
CN1CCN(c2cnc(C(=O)Nc3cc(F)cc4cccnc34)cn2)CC1	6.7*
C/C=C/C=C/C=N/N=C(N)N	108.1
CCOC(=O)Nc1ccccc1	102.1
O=C(Nc1ccccc1)Nc1nc2cc([N+](=O)[O-])ccc2o1	59.6
COc1cc(NC2CCCCC2O)c2nc(-c3ccc(Cl)cc3)ccc2c1 (stereo not drawn)	81.9
O=C(NCCCN1CCOCC1)c1ccc(C(=O)NCCCN2CCOCC2)cc1	96.2
COc1cc(-c2nc(SCCNS(=O)(=O)c3ccc(C)cc3)[nH]c(=O)c2C#N)cc(OC)c1OC	125.4
CCCOC(=O)C(C)OC(=O)OCCOCCOC(=O)OC(C)C(=O)OCCC (stereo not drawn)	114.4
O=c1n(CCCN2CCN(c3cccc(Cl)c3)CC2)nc2ccccn12	111.4
CCN1[C@@H]2CC[C@H]1/C(=C\c1ccc(Cl)cc1)C(=O)/C2=C/c1ccc(Cl)cc1	49.0
CCCCCNc1ncnc2[nH]ncc12	107.3
CCCC(=O)CC(C)(C)C	102.9
c1ccc(CSc2ncccc2-c2nnc(SCCN3CCOCC3)o2)cc1	100.6
O=C(Nc1ccccc1[N+](=O)[O-])c1ccc(Cl)cc1Cl	93.4
N#Cc1c(C#N)c(O)c2ccccc2c1O	119.5
CC(C)(C)c1cc(-n2c(-c3cc4ccccc4[nH]c3=O)nc3cc(C(=O)N4CCOCC4)ccc32)n[nH]1	92.8
(continued)
SMILES	HL-60(TB)
CN(CC(=O)O)c1ncc(-c2ccc(Cl)cc2)cn1	97.3
CN(C)CCSC1=Nc2ccc(Cl)cc2C(c2ccccc2Cl)N(C)C1 (stereo not drawn)	35.1
CCOC(=O)c1cc(C(=O)c2ccc(Br)cc2)n2ccc(/C=C/c3cc[n+](CC(=O)c4ccc(OC)cc4)cc3)cc12	58.1
NC(=O)NC(CCCN=C(N)N)C(=O)O (stereo not drawn)	100.8
Cc1ccc(NC(=O)Nc2ccc(Nc3ncnc4sc5c(c34)CCN(C(=O)CCl)C5)cc2)cc1Cl	92.0
C[C@@H]1N=C(c2coc3ccccc23)Nc2nc3ccccn3c2C1=O	91.4
NS(=O)(=O)c1ccc(CCn2c(SCC(=O)N/N=C/c3ccc4c(c3)OCO4)nc3ccccc3c2=O)cc1	85.7
C[N+](C)(CCCCCC[N+](C)(C)C1c2ccccc2-c2ccccc21)C1c2ccccc2-c2ccccc21	85.7
Nc1ncnc2c1cnn2CCO	72.3
Cc1c[nH]c(=O)n(CCOc2nc(Oc3ccccc3C(=O)O)cc(-c3ccco3)n2)c1=O	91.3
Cc1ccc(C(=O)NN2C(=O)CSC2c2ccc(Cl)cc2)cn1 (stereo not drawn)	139.3
C=C(CN)[C@@H]1CC[C@]2(CO)CC[C@]3(C)[C@H](CC[C@@H]4[C@@]5(C)CCCNC(C)(C)[C@@H]5CC[C@]43C)[C@@H]12	72.2
COc1ccccc1CC(CC(=O)O)C(=O)O (stereo not drawn)	100.8
O=C(CNC(=O)OCc1ccccc1)NCC(=O)Oc1ccc([N+](=O)[O-])cc1	141.0
COc1ccc(-n2c(SCC(=O)Nc3ccc(S(=O)(=O)Nc4nccc(C)n4)cc3)nc3ccccc3c2=O)cc1	109.7
CN(C)CCCN1c2ccccc2S(=O)c2ccc(C(F)(F)F)cc21 (stereo not drawn)	80.4
CN1CNC(=O)NC1	102.4&85.5
C(=N\N1CCCCCC1)/c1ccc2c(c1)OCO2	109.1&100.7
